Assay outcomes deposited in PubChem by several laboratories.
phage Ecoli inh: E. coli growth loss with phage present | growth absorbance | inhibition, % at 11.9 µM | 0.26% of 360,000 active; in the data active = inhibition above about 11%
Wnt bcat act: Wnt/beta-catenin pathway activation. Wnt/beta-catenin reporter cell assay, activator, plate reader. activation, % at 9.35 µM. 1.2% of 300,000 active; in the data active = activation above about 30%, passing the limit was not always enough;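 note: 0% = neutral control wells and 100% = positive control wells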
The depositor's hits bear a star.

The opening 2 records as a preview:
The line under a structure holds: Wnt bcat act, phage Ecoli inh
Nc1[nH]c(C(=O)c2ccccc2)c(-c2ccc(F)cc2)c1C(=O)NCc1ccccc1
    -2, 4.6
O=C(NCc1ccccc1)C(CCc1ccccc1)n1c(=O)c(-c2ccccc2)nc2ccccc21 (stereo unspecified)
    -3, 1.9

The listing, from the first entry:
The line under a structure holds: Wnt bcat act, phage Ecoli inh
Nc1[nH]c(C(=O)c2ccccc2)c(-c2ccc(F)cc2)c1C(=O)NCc1ccccc1
    -2, 4.6
O=C(NCc1ccccc1)C(CCc1ccccc1)n1c(=O)c(-c2ccccc2)nc2ccccc21 (stereo unspecified)
    -3, 1.9
COCCNC(=O)c1cc(-c2ccccc2)sc1N
    6, -1.3
COc1cccc(-c2cnc(C(O)c3ccc(F)cc3)[nH]2)c1 (stereo unspecified)
    2, 1.7
CC1(Cc2cccc(C(F)(F)F)c2)C(=O)Nc2ccc(-c3ccc(F)c(Cl)c3)cc21 (stereo unspecified)
    -1, 4.5
CCCCC[C@@H](C)N1C[C@H](COCc2ccccc2)Oc2cc(N3CCC[C@H]3CO)ccc2S1(=O)=O
    -3, 1.0
CCOC(=O)C1CCCN(C(=O)c2cccc3ccccc23)CC1 (stereo unspecified)
    -1, 3.2
Cc1ccc(C(O)c2ncc(-c3ccc(F)cc3)[nH]2)c(C)c1 (stereo unspecified)
    -4, -1.9
CC(=O)Oc1ccccc1Cn1c(C)c(C(=O)NCc2ccc(F)cc2)sc1=O
    -5, 2.4
O=C1NC[C@@H](CCCCN2CCN(CC3CCCCC3)C(=O)C2=O)N(Cc2ccccc2)C1=O
    -3, 1.8
O=C(/C=C/[C@H]1O[C@@H](n2ccc(=O)[nH]c2=O)[C@H](O)[C@@H]1O)N1CCN(CCc2ccccc2)CC1
    -3, 0.7
Cc1cccc(C)c1-n1nnnc1C1(C)CCC(=O)N1CC(F)(F)F (stereo unspecified)
    -3, -1.3
CCc1nc2c(OCC(N)=O)cccn2c1N(C)C(=O)c1cccs1
    -2, 3.4
COc1ccc(Cc2c(-c3ccccc3)nc3ccc(C)cn23)c(C)c1
    7, 1.4
C[C@@H]1CC2=C(C(=O)OC(C)(C)O2)[C@H](c2ccc(Cl)cc2)O1
    -2, 3.1

Laid out differently: results already given
| SMILES | Wnt bcat act | phage Ecoli inh |
| --- | --- | --- |
| Cc1cccc(C)c1-n1nnnc1C1(C)CCC(=O)N1CC(F)(F)F (stereo unspecified) | -3 | -1.3 |
| C[C@@H]1CC2=C(C(=O)OC(C)(C)O2)[C@H](c2ccc(Cl)cc2)O1 | -2 | 3.1 |
| COc1ccc(Cc2c(-c3ccccc3)nc3ccc(C)cn23)c(C)c1 | 7 | 1.4 |
| CC1(Cc2cccc(C(F)(F)F)c2)C(=O)Nc2ccc(-c3ccc(F)c(Cl)c3)cc21 (stereo unspecified) | -1 | 4.5 |
| O=C(/C=C/[C@H]1O[C@@H](n2ccc(=O)[nH]c2=O)[C@H](O)[C@@H]1O)N1CCN(CCc2ccccc2)CC1 | -3 | 0.7 |

(further entries)
The line under a structure holds: Wnt bcat act, phage Ecoli inh
CC(C)(C)n1nnnc1C(c1cc2ccccc2o1)N1CCCCC1 (stereo unspecified)
    -3, 0.9
CON(C)C(=O)C(C)(C)CC#CCN(CC#Cc1ccccc1)S(=O)(=O)c1ccc(C)cc1
    -1, 1.6
O=Cc1cc([B-](F)(F)F)cs1
    -3, 2.1
Cc1cccc(C)c1NC(=O)C1(C)CSCC(=O)N1CC(F)(F)F (stereo unspecified)
    2, 1.1
O=C(NCc1cccs1)C1C(=O)Nc2ccccc2C(=O)N1Cc1ccccc1 (stereo unspecified)
    0, -2.5
CCCNC(=O)c1cc(C2CCCN(C(=O)C3CC3)C2)on1 (stereo unspecified)
    20, 3.9
Cc1ccc(S(=O)(=O)N2CCC(=O)N([C@H](COCc3ccccc3)C(C)C)CC2)cc1
    -1, 2.1
O=C(NCC1CCCCC1)c1ccc2nc([C@@H]3O[C@H](CO)[C@H](O)[C@H](O)[C@H]3O)[nH]c2c1
    -1, 1.2
CN1CCN(C(=O)c2cccc(-c3cnc4cnc(-c5ccccc5Oc5ccccc5)cn34)c2)CC1
    -1, 0.9
O=C(Nc1nnc([C@@H]2C[C@H](O)[C@@H](CO)O2)s1)c1cccc(Cl)c1
    0, 1.2
COc1ccccc1CNC(=O)Nc1nnc([C@H]2C[C@H](O)[C@@H](CO)O2)s1
    -1, 2.8
CCOC(=O)[C@]12CCCC=C1N(Cc1ccccc1)C(=O)[C@H](CC(=O)NCCCCc1ccccc1)C2
    -1, -0.4
Cc1ccc(C(O)c2ncc(-c3ccc4ccccc4c3)[nH]2)c(C)c1 (stereo unspecified)
    -4, 6.6
COc1ccc2c(c1)C(C)(Cc1ccc(C(=O)c3ccccc3)cc1)C(=O)N2 (stereo unspecified)
    -1, 1.2
C[C@@H]1CCCCO[C@H](CN(C)C(=O)C2CCCCC2)[C@@H](C)CN([C@H](C)CO)C(=O)c2cc(NS(=O)(=O)c3cccs3)ccc2O1
    -4, 3.0
CCc1cc2c(nc1CC)CCCN2CCOC
    1, 2.1
CC1(C(=O)Nc2ccccc2Br)CCN1C(=O)Cc1ccccc1Cl (stereo unspecified)
    0, -1.1
Cc1cc(O)cc(=O)n1-c1ccc(OC(F)F)cc1
    0, 0.8
CCC(c1nnnn1C(C)(C)C)N1CCN(C/C=C/c2ccccc2)CC1 (stereo unspecified)
    -1, 0.9
CC(=O)Nc1ccc(-c2ccnc3c2CC(C)(C(=O)Nc2ccc(C(C)C)cc2)O3)cc1 (stereo unspecified)
    -2, 2.2
CCNC(=O)C1(C)CCCN(C(=O)c2ccccc2Br)C1 (stereo unspecified)
    -1, 3.7
CN1CCN(c2ncnc3c2ncn3[C@H]2CN(Cc3cccnc3)C[C@@H](CO)O2)CC1
    2, 1.2
CC(=O)N1C[C@@H](CN2C(=O)CCC2=O)[C@@H]2C[C@H]1c1ccccc1N2C
    -1, 2.5
Cc1nc(NC(=O)C(C)(C)C)sc1-c1nc(N)sc1-n1cc(-c2ccccc2)nn1
    -2, 1.7
COc1ccc(-c2coc3c(C(=O)NCc4ccc(OC)c(OC)c4)cccc23)c(C)c1
    -13, 1.5
COC(=O)[C@@]12C[C@@H](CC(=O)N3CCCC3)C(=O)N(CCc3ccc(OC)c(OC)c3)C1=CCC(C)(C)C2
    -5, 2.6
O=C1c2c(-c3ccc(Br)cc3)noc2CCN1Cc1cn(-c2ccccc2)nn1
    -2, 0.9
CN(C)c1ccc(CNC(=O)C2(C)Cc3c(-c4cccc(C(F)(F)F)c4)ccnc3O2)cc1 (stereo unspecified)
    -1, -0.6
O=C(Nc1ccc2c(c1)OCO2)C1Cc2c(-c3ccc4c(c3)OCO4)ccnc2O1 (stereo unspecified)
    -10, 3.0
CC1(C(=O)NS(=O)(=O)c2ccc(F)cc2F)CCN1C(=O)Cc1ccccc1Cl (stereo unspecified)
    2, 5.1

Looked up by structure from the entries so far, three records:
The line under a structure holds: Wnt bcat act, phage Ecoli inh
CC1(Cc2cccc(C(F)(F)F)c2)C(=O)Nc2ccc(-c3ccc(F)c(Cl)c3)cc21 (stereo unspecified)
    -1, 4.5
Cc1ccc(C(O)c2ncc(-c3ccc(F)cc3)[nH]2)c(C)c1 (stereo unspecified)
    -4, -1.9
CC(=O)N1C[C@@H](CN2C(=O)CCC2=O)[C@@H]2C[C@H]1c1ccccc1N2C
    -1, 2.5

Next part:
The line under a structure holds: Wnt bcat act, phage Ecoli inh
CNc1cccc(-c2ccccc2C(C)=O)n1
    -3, 0.5
CC(C)C[C@H]1COc2cc(NCCO)ccc2S(=O)(=O)N1
    -5, 2.7
Cc1ccc(S(=O)(=O)N2C3CC(c4ccccc4)N(S(=O)(=O)c4ccccc4Cl)CC3C(=O)C[C@H]2c2ccccc2)cc1 (stereo partly specified)
    -5, 2.2
CCc1ccc(N2C=C(C(=O)OC)C(c3cccc4ccccc34)C(C#N)=C2N)cc1 (stereo unspecified)
    -5, -3.2
CCCCCCCCN1C(=O)[C@@H](CC(=O)NCc2cccc(C(F)(F)F)c2)C[C@@]2(C(=O)OC)C1=C[C@H](C1CCCC1)O[C@@H]2C
    2, 4.1
COc1ccc(C2=Nc3ccccc3NC(=O)C2N(Cc2ccc(F)cc2)C(=O)c2ccco2)cc1 (stereo unspecified)
    -1, 6.4
c1ccc2c(c1)ccn1c(Cc3ccsc3)c(C3CCCCC3)nc21
    -2, 2.2
CCCCCCn1cc(CN2CC(N(C)C)CS2(=O)=O)nn1 (stereo unspecified)
    -4, 1.4
Cc1ccc(S(=O)(=O)NC(=O)C2(C)CCN2C(=O)CC2CCCC2)cc1 (stereo unspecified)
    3, 1.6
CCc1nc2ccc(C(=O)NC3CCN(Cc4ccccc4)CC3)cn2c1N(C)Cc1cc2ccccc2s1
    -6, 7.5
Nc1[nH]c(C(=O)c2ccccc2)c(-c2cccc3ccccc23)c1C(=O)NCc1ccc(Cl)cc1Cl
    -3, 0.5
O=C(NCc1ccccc1)c1cc(C2COCCN2S(=O)(=O)c2cccs2)on1 (stereo unspecified)
    3, 1.1
C=CCN1C(=O)N(Cc2ccccc2)c2ccccc2S1(=O)=O
    -4, 1.3
COc1ccc(OC)c(CN2C(=O)CCC2(C)c2nnnn2-c2c(C)cccc2C)c1 (stereo unspecified)
    -1, 2.7
C=CCC(NC(=O)N(C)C)(C(=O)OC)C(C)O (stereo unspecified)
    -2, 2.9
CCC(=O)N1CCCC(C)(C(=O)Nc2nccc3ccccc23)C1 (stereo unspecified)
    -4, 1.0
CCCS(=O)(=O)NC(=O)C1(C)CCCN(C(=O)c2ccncc2)C1 (stereo unspecified)
    2, 0.8
COC(=O)c1ccc2nc(-c3cccc(Br)c3)c(Cc3cccc(F)c3)n2c1
    2, 3.2
COC(=O)[C@]12CCCCC=C1N(Cc1ccc(Cl)cc1Cl)C(=O)[C@H](CC(=O)N1CCN(C(=O)C3CC3)CC1)C2
    -1, 2.0
CC(=O)Nc1cc(-c2cccc(C(=O)N(C)C)c2)cn2c(-c3ccccc3)cnc12
    0, 2.5
COC(=O)c1ccc2nc(-c3ccc(F)cc3)c(Cc3cccc(F)c3)n2c1
    3, 1.7
CC1=C(C(=O)N(C(C)C)C(C)C)CC(CC(=O)NC2CCCC2)C(=O)N1Cc1ccc(C(C)(C)C)cc1 (stereo unspecified)
    -2, 2.4
CCc1nc2c(OCCc3cccc(OC)c3)cccn2c1N(C)C(=O)c1ccc(OC)cc1
    -6, 2.8
CN(Cc1ccccc1)C(=O)C(=O)c1ccccc1
    2, 2.9
COC(=O)C[C@@H]1C=C[C@@H](NS(=O)(=O)c2cccc(OC)c2)[C@@H](CO)O1
    -3, 0.5
COc1ccccc1C(=O)N1CCN(C(=O)[C@H]2O[C@@H](n3cnc(C(N)=O)n3)[C@H](O)[C@@H]2O)CC1
    -1, 2.9
O=c1[nH][nH]c2c1[C@@H](c1ccc(F)cc1)O[C@H](CCOCc1ccccc1)C2
    -3, 4.0
O=C(NCCc1ccccc1Cl)[C@@H]1CCCN1C(=O)[C@@H](NS(=O)(=O)c1ccc(F)cc1F)c1ccccc1
    -5, 0.2
Cc1cc(N2CCN(CC(C)(C)O)C[C@@H]2C)ccc1N1CCN(Cc2ccccc2)[C@@H](C)C1
    -5, 2.5
CCCNC(=O)C1(C)CCN(Cc2ccc(OC)c3ccccc23)C1 (stereo unspecified)
    -5, 1.0
Cc1ccccc1S(=O)(=O)NC(=O)C1(C)CCN1C(=O)C(C)(C)c1ccccc1 (stereo unspecified)
    -3, -0.2
CC1(C(=O)NS(=O)(=O)c2ccc(Cl)s2)CCN1C(=O)Cc1cc(F)ccc1F (stereo unspecified)
    -2, -0.8
O=C(NCc1ccccc1)c1cc(C2CCCCN2C(=O)CCCc2ccccc2)on1 (stereo unspecified)
    -6, 1.6
Cc1ccc(C)c(CC(=O)N2CCCCC2c2cc(C(=O)Nc3cccc(C#N)c3)no2)c1 (stereo unspecified)
    -1, 4.1
COC(=O)[C@@]1(Cc2ccc(F)cc2)[C@H]2c3cc(C(=O)N4CCCC4)n(CCc4c[nH]c5ccccc45)c3C[C@H]2CN1C(=O)c1ccccc1
    -2, 2.6
CC1(C(=O)NCc2ccccc2)CCC(=O)N1CCc1c[nH]c2ccccc12 (stereo unspecified)
    0, 2.3
CC(=NOC(=O)c1ccc(F)cc1)c1nccs1
    0, 3.7
O=C(N[C@H](Cc1ccccc1)C(=O)NCCCc1ccccc1)[C@H]1O[C@@H](n2ccc(=O)[nH]c2=O)[C@H](O)[C@@H]1O
    -3, 1.7
CC(C)(C)c1ccc(S(=O)(=O)NC(=O)C2(C)CCN2C(=O)c2cccc3ccccc23)cc1 (stereo unspecified)
    -3, 3.7
O=C(NCc1cccc(Cl)c1)C1Cc2c(-c3cccc(F)c3)ccnc2O1 (stereo unspecified)
    0, 0.5
CC1(c2nc3ccccc3[nH]2)c2ccccc2C(=O)N1Cc1ccccc1 (stereo unspecified)
    0, 0.9
CCCCN(CCCC)Cc1cc(=O)oc2cc(C)c(Cl)cc12
    -3, 4.3
CCCNC(=O)C1(C)CCCN(C(=O)c2cccc(C(F)(F)F)c2)C1 (stereo unspecified)
    0, 1.2
CC(=O)NC(c1ccccc1)c1nc(-c2cccc(C(=O)O)c2)cs1 (stereo unspecified)
    -3, 3.2
COc1cc2oc(=O)cc(CN3CCN(C(C)=O)CC3)c2cc1Cl
    -1, 3.0
Cc1ccc(CN2C(=O)CSCC2(C)C(=O)NCc2ccccc2)cc1 (stereo unspecified)
    -1, 2.1
O=C(NCC1CCOCC1)c1cccc2c(-c3cccnc3)coc12
    -1, 1.8
O=C(NCc1cccc(C(F)(F)F)c1)C1C(=O)Nc2ccccc2C(=O)N1C1CCCC1 (stereo unspecified)
    -5, -3.6
Cc1cccc(CNC(=O)c2sc(=O)n(Cc3ccc(S(C)(=O)=O)cc3)c2C)c1
    -4, 1.8
CCCNC(=O)C1(C)CCN(C(=O)c2cc(C)nn2C(C)(C)C)C1 (stereo unspecified)
    -4, 1.4
CCC(c1nnnn1-c1ccc2c(c1)OCCO2)N1CCN(c2cc(C)ccc2C)CC1 (stereo unspecified)
    -2, 4.3
CC(C)(C)Cc1c(-c2ccc(Cl)cc2)nc2c(Cl)cc(C(F)(F)F)cn12
    -8, 2.4

An excerpt (hit frequency here may not be typical).
